Compound activity from PubChem BioAssay.
M1 ag: activates human CHRM1 receptor | 360,000 compounds, 0.33% hits | activation, % at 3 µM | CHO-K1 hM1, Fluo-8 calcium fluorescence, agonist mode; 0% DMSO, 100% acetylcholine EC100;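 active means activation above the run's mean compound activation plus 3 SD, cut at about 16% in these data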;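 further: peak over basal fluorescence ratio within a 140 s kinetic read after compound addition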
M1 ag parental: nonselective activator or artifact in parental CHO-K1 cells; AID 602248; activation, % at 3 µM; Fluo-8 calcium fluorescence; scaled to maximal ATP response, vehicle zero; 360,000 compounds, 0.48% hits; in the data active means activation above about 15%;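 further: untransfected CHO-K1 host cells lacking M1 receptor as counterscreen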
CHO-K1 Ca PAM: M1 PAM counterscreen hit in parental CHO-K1 cells | activation, % at 3 µM | 360,000 compounds, 0.02% hits | AID 602247 | ATP EC20, Fluo-8 calcium fluorescence; 0% at ATP EC20, 100% at ATP max;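 active means activation above the run cutoff, the mean activation of all test compounds plus 3 SD, cut at about 40% in these data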;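 further: peak over basal fluorescence ratio in a 140 s read after ATP addition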
OXTR potentiate: human OXTR potentiation; P30559; CHO-OTR cells, Fluo-8 calcium fluorescence, potentiator mode; 0% = oxytocin EC15, 100% = EC100; activation, % at 3 µM; 320,000 compounds, 0.061% hits; AID 2445;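 active means activation above that plate's cutoff, the mean activation of tested compounds plus 3 SD, cut at about 6.6% in these data, passing the limit was not always enough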;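 further: 100% uses oxytocin at 75 nM as the full agonist control; some results filed as inactive read as strong as hits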
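Material: CHO-OTR cells, human receptor; compound dosing: single dose, 3.0 µM nominal final compound concentration; schedule: 6 min compound pre-incubation at room temperature, 100 s kinetic read; measured by: kinetic Fluo-8 calcium fluorescence; read-out basis: % activation vs EC15 and EC100 oxytocin; controls: EC15 oxytocin alone as 0%, 75 nM oxytocin as 100%; replicates: singlicate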
TAAR1 ag: human TAAR1 agonism; AID 624467; 360,000 compounds, 0.99% hits; activation, % at 3 µM; CHO RD-HGA16 TAAR1, Fluo-8 calcium fluorescence; vehicle wells 0%, saturating PEA agonist 100%;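 active means activation above the mean activation of all test compounds in the run plus 3 SD, cut at about 38% in these data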
Target sequence (Q96RJ0 whole entry, looked up): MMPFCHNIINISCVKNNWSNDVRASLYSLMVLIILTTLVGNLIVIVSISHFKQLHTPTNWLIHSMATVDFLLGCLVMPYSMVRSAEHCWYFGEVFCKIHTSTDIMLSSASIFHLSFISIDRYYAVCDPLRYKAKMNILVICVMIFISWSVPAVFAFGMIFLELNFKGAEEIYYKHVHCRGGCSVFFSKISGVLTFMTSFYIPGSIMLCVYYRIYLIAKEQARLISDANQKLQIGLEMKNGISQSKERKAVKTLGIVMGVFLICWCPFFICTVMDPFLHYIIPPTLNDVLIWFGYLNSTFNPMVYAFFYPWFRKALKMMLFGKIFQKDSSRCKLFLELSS
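Test system: RD-HGA16 (CHO) cells co-expressing Gα16 and hTAAR1; dosing: one-point dosing at 3 µM (nominal); timing: 17-24 h seeding, 75 min 37 °C dye, 30 min RT; signal: kinetic Fluo-8 calcium fluorescence; read-out basis: % activation relative to PEA EC100 response; controls: DMSO and PEA EC100; replicates: n 1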
CHO parental Ca: counter-screen for OX1R antagonists: effect in parental CHO cells | parental CHO-K1, ATP-induced calcium, Fluo-8 fluorescence | inhibition, % at 5.6 µM | 330,000 compounds, 0.63% hits | AID 463079;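 active means inhibition above that plate's mean sample inhibition plus 3 SD, cut at about 26% in these data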;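 further: 0% = ATP-challenged DMSO wells and 100% = DMSO wells without ATP; some compounds past the cut are filed as inactive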
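Test system: untransfected parental CHO cell line. Compound: one dose, 5.6 µM nominal. Detection: intracellular calcium via Fluo-8 no-wash fluorescent dye. Measure: % inhibition. Benchmarks: ATP-challenged DMSO wells low, unchallenged DMSO wells high.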
TAAR1 antag: human TAAR1 antagonism. CHO RD-HGA16 TAAR1, Fluo-8 calcium fluorescence, antagonist. inhibition, % at 3 µM. 360,000 compounds, 1.5% hits. AID 624466;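 active means inhibition above a per-plate cutoff, the mean inhibition of test compounds on that plate plus 3 SD, cut at about 49% in these data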;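 further: 0% = DMSO plus EC80 beta-PEA response and 100% = DMSO alone without agonist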
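Material: RD-HGA16 CHO cells with stable hTAAR1 and Gα16; Dosing: single nominal final test compound concentration of 3 µM; Schedule: seeding 17-24 h prior, 75-min 37 °C, 30-min RT dye loading; Detection: kinetic Fluo-8 calcium fluorescence measurement; Measure: % inhibition from peak post-agonist over basal fluorescence ratio; Benchmarks: vehicle and agonist controls.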
CHO-K1 Ca antag: M1 antagonist counterscreen hit in parental CHO-K1 cells; ATP-induced calcium, Fluo-8 fluorescence; inhibition, % at 3 µM; 360,000 compounds, 0.6% hits;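 active means inhibition above a per-plate cutoff, the plate's mean sample inhibition plus 3 SD, cut at about 24% in these data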;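 further: 0% = DMSO plus EC80 ATP and 100% = DMSO alone without ATP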
V1aR counter: activates human V1a receptor in oxytocin agonist counter-screen; P37288; CHO-V1R cells, Fluo-8 calcium fluorescence, agonist mode; 0% DMSO, 100% 3 nM vasopressin; activation, % at 3 µM; 320,000 compounds, 0.25% hits;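 active means activation above the mean activation of all tested compounds plus 3 SD, per screening run, cut at about 20% in these data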;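 further: signal is peak over basal fluorescence ratio across a 100 second FLIPR read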
Target sequence (P37288 whole entry, looked up): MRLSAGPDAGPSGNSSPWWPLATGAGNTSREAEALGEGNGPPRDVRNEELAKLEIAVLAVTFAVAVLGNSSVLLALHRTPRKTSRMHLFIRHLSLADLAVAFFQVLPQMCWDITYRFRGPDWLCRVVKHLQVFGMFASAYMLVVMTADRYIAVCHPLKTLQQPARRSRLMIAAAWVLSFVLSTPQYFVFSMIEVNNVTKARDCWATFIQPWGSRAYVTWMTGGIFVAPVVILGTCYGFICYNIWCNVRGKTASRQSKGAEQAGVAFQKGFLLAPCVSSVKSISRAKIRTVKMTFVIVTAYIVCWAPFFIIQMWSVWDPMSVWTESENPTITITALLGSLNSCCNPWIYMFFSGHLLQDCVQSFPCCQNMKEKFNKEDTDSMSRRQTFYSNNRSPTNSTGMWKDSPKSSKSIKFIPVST
Numbers without * were called inactive; · = not tested or not shown. Rows are unselected; about 3.3% have a hit in one of these screens.

molecule,OXTR potentiate,CHO-K1 Ca antag,CHO-K1 Ca PAM,M1 ag parental,M1 ag,V1aR counter,TAAR1 ag,TAAR1 antag,CHO parental Ca
O=C(CN(CC1CCCO1)C(=O)CNS(=O)(=O)c1ccc(Cl)cc1)NC1CCCCC1 (configuration not stated),-4,-4,9,0.3,-2,-0.8,9,-19,-6
COc1ccc(NC(=O)c2cc(-c3ccco3)nc3ccccc23)cn1,-6,-1,14,0.7,0,1.6,10,30,-17
CN1CCc2c(sc(NC(=O)C3CCN(S(=O)(=O)c4cccs4)CC3)c2C(N)=O)C1,5,9,4,0.3,-8,0.2,2,-6,9
Cn1cccc1/C=N/n1c(-c2ccccc2)n[nH]c1=S,2,19,-8,0.0,-5,1.0,-2,-10,-11
CCOC1=C2CN(S(=O)(=O)c3ccccc3)[C@H](c3ccccc3)C[C@H]2n2c(=O)n(-c3ccccc3)c(=O)n2C1,·,16,6,2.6,0,·,1,11,·
O=C(O)c1ccc(Cl)c(S(=O)(=O)N(Cc2ccccc2)c2ccc(Cl)cc2)c1,-24,-8,-12,0.0,-3,2.6,-1,-2,2
COc1ccc(OC)c(CNC(=O)C2CCCN(c3nc4ccccc4o3)C2)c1 (configuration not stated),-2,0,-5,1.0,-6,-1.1,1,12,-18
COCC(C)N1CCC(Oc2ccc(C(=O)NCc3ccccn3)cc2)CC1 (configuration not stated),-6,-1,-11,0.5,-7,0.6,1,-20,-4

Sorted by the number under OXTR potentiate (falling): 3 of the compounds above
structure | OXTR potentiate
Cn1cccc1/C=N/n1c(-c2ccccc2)n[nH]c1=S | 2
COc1ccc(OC)c(CNC(=O)C2CCCN(c3nc4ccccc4o3)C2)c1 (configuration not stated) | -2
COc1ccc(NC(=O)c2cc(-c3ccco3)nc3ccccc23)cn1 | -6

The list continues:
molecule,OXTR potentiate,CHO-K1 Ca antag,CHO-K1 Ca PAM,M1 ag parental,M1 ag,V1aR counter,TAAR1 ag,TAAR1 antag,CHO parental Ca
Cc1n[nH]c2ccc([N+](=O)[O-])cc2c1=O,·,-1,-4,0.1,-3,·,1,-1,·
COc1ccc(NC(=O)NCC(C)CSc2ccc(C)cc2)c(OC)c1 (configuration not stated),-10,-7,10,-0.9,-7,-1.1,7,4,-37
CCN(CC)S(=O)(=O)c1ccc(NCc2ccccn2)nc1,-3,7,-5,0.1,-2,0.2,4,-14,-1
CCOC(=O)[C@H]1[C@H]2COc3ccc(Br)cc3[C@@H]2N2C(=O)c3cc(F)c(F)cc3NC(=O)[C@@]12C,1,8,-12,-1.1,-7,0.8,1,35,-35
CCOc1cc(/C=N\NC(=O)c2ccc(NC(=O)C(C)(C)C)cc2)ccc1OC(=O)c1cccc(C)c1,-7,1,11,1.3,-2,0.9,9,31,3
C[C@@H]1CN([C@H](C)CO)C(=O)CCCn2nncc2CO[C@H]1CN(C)C(=O)CCC(F)(F)F,·,-23,23,-0.1,-2,·,4,-9,·
Cc1cc(C)c2c(N)c(C(=O)NN3CC(=O)N(c4cccc(Cl)c4)CC3=O)sc2n1,-1,-6,9,0.6,-5,-1.3,4,8,-21
Cn1ncc([N+](=O)[O-])c1C(=O)Nc1cc(Cl)ccc1Cl,·,-24,18,-0.1,-5,·,0,-3,·
CC(C)Oc1ccc(C(=O)NCCNC(=O)c2ccco2)cc1,-11,-13,6,0.9,-2,-0.6,-4,3,-8
Cc1ccc(NC(=O)c2cnccn2)c(C)c1,-8,-6,15,4.2,-4,-1.2,2,-21,-1
O=[N+]([O-])c1ccc(CN2CC(N3CCN(CCO)CC3)CS2(=O)=O)cc1 (configuration not stated),·,-5,10,0.6,-4,·,0,-16,·
O=C(COC(=O)c1ccc(O)cc1)NCCCc1ccccc1,·,-6,6,0.6,-3,·,7,-8,·
O=C(CSc1nc(=O)n2ccccc2n1)Nc1ccc2c(c1)OCO2,4,-6,19,2.9,0,0.0,3,-21,2
Cc1ccc(S(=O)(=O)N(C)C)cc1NC(=O)c1ccc(OC(F)(F)F)cc1,-5,-10,28,4.8,-10,4.0,3,-20,-14
CCN(c1ccccc1)S(=O)(=O)c1ccc(C(=O)Nc2ncccc2C)cc1,3,-14,20,0.9,-4,0.3,1,-15,-23
O=c1c2c(nc3c(-c4ccccc4)c[nH]n13)CCCC2,-6,-14,19,0.7,1,0.6,11,7,-5
COc1ccc(O)c(-c2nc(N)nc(N)n2)c1,6,9,-16,-0.2,-4,0.2,17,-6,-6
Cc1oc(-c2ccccc2)nc1CS(=O)CC(=O)N1CCc2ccccc2C1 (configuration not stated),3,1,10,-0.4,-7,-0.5,56*,-15,-33
O=C(Nc1ccc(Cc2ccncc2)cc1)c1cccc([N+](=O)[O-])c1,-13,-5,15,9.1,-2,8.4,6,29,8
O=S(=O)(c1ccc2nc(Cc3cccc(C(F)(F)F)c3)[nH]c2c1)N1CCOCC1,-6,-19,14,2.2,2,3.0,4,-2,-8
COc1cc(NC(=O)c2cccnc2)c(OC)cc1NC(=O)c1ccc(Br)cc1,-21,-7,-1,1.9,-2,0.0,·,·,-9
Cc1nc(SCC2(C)CC2(Cl)Cl)n[nH]1 (configuration not stated),-1,0,2,0.2,-6,-0.1,11,9,9
O=C(CC1SC(N2CCCCC2)=NC1=O)Nc1cccc(C(=O)N2CCCC(C(F)(F)F)C2)c1 (configuration not stated),·,-6,16,0.3,-4,·,9,-12,·
CC(C)C(C(=O)Nc1ccc(S(=O)(=O)N2CCOCC2)cc1)N1C(=O)c2ccccc2C1=O (configuration not stated),-6,-4,20,4.8,5,4.3,30,19,-17

Brought forward from above: 4 entries, then new ones.
molecule,OXTR potentiate,CHO-K1 Ca antag,CHO-K1 Ca PAM,M1 ag parental,M1 ag,V1aR counter,TAAR1 ag,TAAR1 antag,CHO parental Ca
COc1cc(NC(=O)c2cccnc2)c(OC)cc1NC(=O)c1ccc(Br)cc1,-21,-7,-1,1.9,-2,0.0,·,·,-9
Cc1nc(SCC2(C)CC2(Cl)Cl)n[nH]1 (configuration not stated),-1,0,2,0.2,-6,-0.1,11,9,9
O=C(CC1SC(N2CCCCC2)=NC1=O)Nc1cccc(C(=O)N2CCCC(C(F)(F)F)C2)c1 (configuration not stated),·,-6,16,0.3,-4,·,9,-12,·
CC(C)C(C(=O)Nc1ccc(S(=O)(=O)N2CCOCC2)cc1)N1C(=O)c2ccccc2C1=O (configuration not stated),-6,-4,20,4.8,5,4.3,30,19,-17
CCCC[C@H]1COCCS(=O)(=O)N1Cc1cccc([N+](=O)[O-])c1,-10,-16,27,0.3,-7,-0.3,7,7,-23
CCN(C(=O)COC(=O)c1ccc(OC)c(S(=O)(=O)N2CCCc3ccccc32)c1)C1CCS(=O)(=O)C1 (configuration not stated),-5,-8,9,0.2,-5,6.0,12,3,-19
O=C(CN(Cc1ccccc1)C(=O)c1ccc2c(c1)OCCO2)NCc1ccc2c(c1)OCO2,-3,-7,15,3.2,-2,0.5,7,17,-30
CC(C)[C@H](NC(=O)c1ccccc1)C(=O)OCC(=O)NCC1CCCO1 (some centres not stated),-2,-13,12,0.5,-4,-0.3,2,-18,1
COc1ccccc1-n1cnnc1SCC(=O)Nc1cc(C(C)(C)C)nn1-c1ccccc1,-10,-7,9,0.4,-3,-0.6,1,10,-6
CCOC(=O)c1ccc(NC(=O)c2cc(C)nn2-c2ccccc2)cc1,-9,-22,5,1.3,-1,-0.3,-1,-21,-16
C/C(=N\NC(=O)c1nnn(-c2nonc2N)c1CN(C)c1ccccc1)c1cccs1,-8,-7,1,0.8,3,6.2,36,10,-17
Cc1nc(SCc2ccc(O)c([N+](=O)[O-])c2)n[nH]1,-4,5,2,0.5,-4,0.3,1,-28,-6

As a short view, 2 of the compounds above.
molecule,OXTR potentiate,CHO-K1 Ca antag,CHO-K1 Ca PAM,M1 ag parental,M1 ag,V1aR counter,TAAR1 ag,TAAR1 antag,CHO parental Ca
C/C(=N\NC(=O)c1nnn(-c2nonc2N)c1CN(C)c1ccccc1)c1cccs1,-8,-7,1,0.8,3,6.2,36,10,-17
Cc1nc(SCc2ccc(O)c([N+](=O)[O-])c2)n[nH]1,-4,5,2,0.5,-4,0.3,1,-28,-6

The list goes on.
molecule,OXTR potentiate,CHO-K1 Ca antag,CHO-K1 Ca PAM,M1 ag parental,M1 ag,V1aR counter,TAAR1 ag,TAAR1 antag,CHO parental Ca
Cn1c(=O)c2c(nc(Br)n2CCSc2nc3ccccc3o2)n(C)c1=O,-7,6,19,1.2,-2,1.3,7,-2,-20
COC(=O)c1ccc(NC(=O)C(=O)N2CCCC2)cc1,1,-8,19,0.8,1,0.9,4,-15,2
Cc1ccc(-c2cn(S(=O)(=O)c3cccc([N+](=O)[O-])c3)nc2N)cc1,-8,-3,17,0.4,-11,0.2,5,-8,-7
CCN1CCN(c2ccc(NC(=O)c3ccco3)cc2Cl)CC1,4,0,3,-0.2,-12,0.0,4,-1,-19
COc1ccc(Cn2cc(C(=O)c3ccccc3)c(=O)c3cc(OC)ccc32)cc1,2,-2,4,0.0,0,-1.0,0,-12,-11
Cc1ccccc1N(CC(=O)NCCc1ccccc1)C(=O)c1ccc(N2CCCC2)nc1,-7,-13,11,0.3,-7,-1.5,16,-14,-22
COc1ccc(N2C(=O)CC(Nc3ccc(N4CCOCC4)cc3)C2=O)c(OC)c1 (configuration not stated),-9,0,10,0.3,-4,0.3,14,11,6
CCN(CC)c1c(C)nc2ccc(C(=O)N3CCN(C(=O)c4ccco4)CC3)cn12,·,-4,12,0.1,-8,·,2,-24,·
CC(=O)c1cccc(NC(=O)CN(C)S(=O)(=O)c2ccc3c(c2)CCC(=O)N3)c1,0,-6,7,0.1,-3,0.5,·,·,5
COc1ccc(C(=O)CCc2nc3ccccc3s2)cc1,1,-7,23,1.0,-8,0.6,1,-5,-26
COc1ccc(-c2n[nH]c(=S)n2C2CCCCC2)cc1,-19,0,13,0.5,-5,-0.4,9,0,-9
Cc1ccc(C(=O)NCC(C)NC(=O)c2ccc(C)c(C)c2)cc1C (configuration not stated),-7,5,-16,-0.3,-6,-0.4,1,-48,-31
Cc1[nH]nc(S(=O)CC(=O)O)c1[N+](=O)[O-] (configuration not stated),-1,4,3,-0.1,-1,0.8,3,-7,-5
Cc1ccc(-c2nsc(SCC(=O)NCC3CCCO3)n2)cc1 (configuration not stated),-7,-7,11,1.4,-6,1.4,1,-16,-18
O=C(O)CNc1ncccc1[N+](=O)[O-],-3,12,-13,-0.5,-2,2.3,3,-14,-12
